Source: PubChem BioAssay
Lamin A splicing: LMNA splicing modulation | 200,000 compounds, 0.01% hits | HeLa LMNA splicing GFP/RFP minigene ratio, 48 h | AID 1487 | Potency, µM (doses to about 46.1 µM), inactives show top-dose ratio change, negative = inhibition, usual class: inhibitors; active = well fitted inhibition curve with a large enough effect in the signal ratio, with a control signal flat, not every such curve was filed as active; inconclusive = small, poorly fitted or top-dose-only effect, or effect the other way, or a change in a side signal; the % refers to the signal ratio
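S3 HeLa cells stably expressing lamin A-EGFP splicing minigene plus DsRed2, 600 cells/well, 48 h compound exposure at 37C. Laser-scanning cytometry; analysed as GFP (500-530 nm)/RFP (575-640 nm) total intensity ratio; 0.5% DMSO vehicle.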
* = called active by the depositor; ? = inconclusive; [ ] = remark or other dose. % is set by controls: 0 for no effect and ±100 for the full control effect; potency is the fitted concentration of half-maximal effect. Some of the compounds tested, so the mix of outcomes need not match the whole.

SMILES	Lamin A splicing
Cc1ccccc1CNC(=O)C1CCN(c2nn3cc(-c4ccc(F)cc4)nc3s2)CC1	-13%[46 µM]
Cc1ccc2[nH]c3c(=O)n(CC(=O)N4CCN(c5ccccc5F)CC4)ncc3c2c1	7%[46 µM]
O=C(CSc1nccn1Cc1ccccc1)Nc1ccc2c(c1)OCCO2	?
COc1ccc(NC(=O)c2c(NCc3cccs3)sc3c2CCCC3)c(OC)c1	?
COc1cccc(NC(=O)CCNS(=O)(=O)c2ccc3c(c2)CCCC(=O)N3)c1	-2%[46 µM]
CCOc1ccc(NC(=O)C2(c3cccs3)CCOCC2)cc1	?
Cc1nn(C)c2c1c(-c1ccccc1)cc(=O)n2CC(=O)NC(C)C	6%[46 µM]
Cc1ccc(OCC(=O)OCc2cc(=O)n3nc(C4CCCCC4)sc3n2)cc1	-1%[46 µM]
O=C(CN1CCN(Cc2ccc(Cl)cc2)C1=O)NCc1ccc(F)cc1	17%[46 µM]
CCc1nnc2n1N(C(C)=O)C(c1ccc(C(C)(C)C)cc1)=C(C(C)=O)S2	?

Two entries from above, with bars between the fields:
compound | Lamin A splicing
COc1ccc(NC(=O)c2c(NCc3cccs3)sc3c2CCCC3)c(OC)c1 | ?
O=C(CN1CCN(Cc2ccc(Cl)cc2)C1=O)NCc1ccc(F)cc1 | 17%[46 µM]

Two of these compounds, reformatted.
molecule | Lamin A splicing
Cc1ccc2[nH]c3c(=O)n(CC(=O)N4CCN(c5ccccc5F)CC4)ncc3c2c1 | 7%[46 µM]
O=C(CSc1nccn1Cc1ccccc1)Nc1ccc2c(c1)OCCO2 | ?

Continued.
SMILES	Lamin A splicing
Cc1cccc(NC(=O)c2cc(S(=O)(=O)N3CCCCCC3)cn2C)c1C	-2%[46 µM]
Cc1ccc(C)c(N2CCN(CCCNC(=O)c3cnn(-c4ccccc4)c3C3CCN(C(=O)OC(C)(C)C)CC3)CC2)c1	?
Cc1cc(C)c(/C=C/c2onc(C)c2S(=O)(=O)N2CCC(C(=O)NCCc3ccccc3)CC2)c(C)c1	-16%[46 µM]
O=c1c(N2CCN(c3cccc(C(F)(F)F)c3)CC2)csc2ccc(Cl)cc12	?
COc1ccc(NC(=O)N(CCC(C)C)C(C)c2cccs2)c(OC)c1 (stereo unspecified)	0%[46 µM]
CCCN(CCC)C(=O)c1nn(C)c2c1CSc1ccc(C)cc1-2	?
Cc1ccc(CNC(=O)CSc2nc3c(sc4ccccc43)c(=O)n2CCCOC(C)C)cc1	?
CC(C)CCNC(=O)CSc1nc2ccccc2nc1Cc1ccccc1	?
CCc1ccc(NC(=O)c2ccc(F)c(S(=O)(=O)NC3CCCCCC3)c2)cc1	?
COc1ccc(NC(=O)Cc2csc(COc3cccc(C)c3)n2)c(OC)c1	15%[46 µM]
CCOC(=O)c1cc(C)n(CC2CCC(C(=O)Nc3cccc(Cl)c3)CC2)c1C (stereo unspecified)	-8%[46 µM]
Cc1ccc2nc(CN3CCN(S(=O)(=O)c4ccc(C(C)C)cc4)CC3)oc2c1	-10%[46 µM]
Cc1ccc(-c2nnc(SCc3ccccc3)o2)cc1	?
Cc1cc(=O)n(CC(=O)Nc2ccc([N+](=O)[O-])cc2)c(-n2nc(C)cc2C)n1	?
COc1cccc(/C=C/c2onc(C)c2S(=O)(=O)N2CCC(C(=O)N3CCC(C)CC3)CC2)c1	2%[46 µM]
Cc1cccc(C(=O)Nc2ccccc2C(=O)OCc2cc(=O)n3nc(C4CC4)sc3n2)c1	?
CCOC(=O)c1cc(S(=O)(=O)N2CCN(c3ccccc3OC)CC2)[nH]n1	-4%[46 µM]
CC1Cc2cc(S(=O)(=O)NCCc3ccc(Cl)cc3)ccc2N1C(=O)C1CCC1 (stereo unspecified)	-11%[46 µM]
CN(Cc1ccccc1)C(=O)c1ccc(CSc2nc3cccnc3n2Cc2ccccc2F)cc1	-2%[46 µM]
Cc1ccc(-n2ncc(C(=O)NCCN3CCc4ccccc4C3)c2C2CCN(C(=O)OC(C)(C)C)CC2)cc1C	-10%[46 µM]
O=C(NCc1ccccc1)C(=O)NCC(c1ccc2c(c1)OCO2)N1CCOCC1 (stereo unspecified)	-24%[46 µM]
CCCCN(CC)C(=O)CSc1nc2ccccc2c(=O)n1Cc1ccco1	?
COc1ccc(OC)c(NS(=O)(=O)c2ccc3[nH]c4c(c3c2)CCCCC4)c1	-26%[46 µM]
CCc1nnc(NC(=O)CSc2nc3c([nH]c4ccccc43)c(=O)n2-c2cc(C)cc(C)c2)s1	3%[46 µM]
CCCn1c(=N)c(C(=O)NC(C)c2ccccc2)cc2c(=O)n3ccccc3nc21 (stereo unspecified)	3%[46 µM]
COc1ccc(CCNC(=O)Cn2cc(C(=O)c3ccccc3)c(=O)c3ccc(C)nc32)cc1OC	8%[46 µM]
Cc1cc(C)cc(NCc2nnc3n2CCCCC3)c1	-4%[46 µM]
Cc1ccc(-c2ccc(=O)n(CC(=O)NC(C)c3ccccc3)n2)cc1 (stereo unspecified)	13%[46 µM]
Cc1ccc(S(=O)(=O)NCCc2csc3nc(-c4ccccc4F)nn23)cc1C	2%[46 µM]
Cc1c(-c2ccc(Br)cc2)c(=O)oc2ccc(OC(=O)N3CCOCC3)cc12	-10%[46 µM]
CC(=O)N1c2ccc(S(=O)(=O)NCCc3cccc(C)c3)cc2CC1C (stereo unspecified)	-8%[46 µM]
Cc1oc2ncn(CC(C)C)c(=O)c2c1C(=O)N(CCN(C)C)Cc1ccccc1	4%[46 µM]
Fc1ccc(-n2ncc3c(N4CCN(Cc5ccccc5)CC4)ncnc32)cc1	?
Cc1nnc(NC(=O)CSc2nccn2-c2cccc(Cl)c2)s1	-19%[46 µM]
COc1ccc(CNC(=O)Cc2c(C(=O)O)c(C)cn2C)cc1	-13%[46 µM]
Cc1ccccc1C(=O)Nc1ccc2c(c1)CCCN2C(=O)c1cccs1	?
COc1ccc(Cl)cc1NC(=O)CSc1nccn1Cc1ccco1	?
CCCN1CCN(c2cc3c(cc2F)c(=O)c(S(=O)(=O)c2ccc(Cl)cc2)cn3C)CC1	9%[46 µM]
CC(C)(C)NC(=O)c1ccc2nc(CCc3ccccc3)oc2c1	-12%[46 µM]
CCOc1ccccc1NC(=O)C(NS(=O)(=O)c1cccc2nsnc12)c1ccccc1 (stereo unspecified)	11%[46 µM]
CN(Cc1ccco1)S(=O)(=O)c1nnc(NC(=O)c2ccccc2Cl)s1	19%[46 µM]
COc1ccc(CNC(=O)CCc2c(C)nn(-c3ccc(N4CCCC4)nn3)c2C)c(OC)c1	-1%[46 µM]
Cc1ccc2c(c1)-c1onc(C(=O)N3CCN(c4cc(C)ccc4C)CC3)c1CO2	?
Cc1ccc(-c2nc(C)c(CCNC(=O)c3ccco3)s2)cc1	21%[46 µM]
CCCCN(C)CCNC(=O)c1cc(=O)[nH]c2ccc(S(=O)(=O)N3CCCCCC3)cc12	-10%[46 µM]
COc1cccc(NC(=O)C(=O)NCC(c2ccc3c(c2)OCO3)N2CCOCC2)c1 (stereo unspecified)	-3%[46 µM]
CC(C)CNC(=O)C(=O)Nc1c2c(nn1-c1ccc(Cl)cc1)CSC2	-7%[46 µM]
Cc1ccc(NC(=O)C(=O)NCC(c2ccc3c(c2)OCO3)N2CCN(c3ccccc3)CC2)cc1 (stereo unspecified)	?
CN(C)c1ccc(C(CNS(=O)(=O)c2ccc(Br)cc2)N2CCOCC2)cc1 (stereo unspecified)	-10%[46 µM]
COc1ccccc1OCC(=O)NCC(c1ccc(Cl)cc1)N1CCCCC1 (stereo unspecified)	?
Additional records
SMILES	Lamin A splicing
Cc1cccc(N2CCn3c2nc2c3c(=O)n(C/C=C/c3ccccc3)c(=O)n2C)c1	0%[46 µM]
Cc1ccc(-n2ncc3c(N4CCN(Cc5ccccc5)CC4)ncnc32)cc1Cl	-20%[46 µM]
CC(C)(C)c1ccc(C(=O)Nc2ccccc2C(=O)OCc2cc(=O)n3ccsc3n2)cc1	-4%[46 µM]
CCC(Sc1nc2ccccc2c2nc(CCc3c(C)n[nH]c3C)nn12)C(=O)Nc1ccc(F)cc1 (stereo unspecified)	12%[46 µM]
CCOc1ccc(-c2cccc(NS(=O)(=O)c3ccc(Cl)s3)c2)nn1	?
COc1ccc(Nc2ncc3c(n2)CCN(Cc2ccc(Br)s2)C3)c(OC)c1	-19%[46 µM]
CCc1ccccc1N(CC)C(=O)C1CCN(c2ncnc3c2nc2n3CCCCC2)CC1	?
O=C(CCn1cnc2ccccc2c1=O)NCc1ccccc1Cl	0%[46 µM]
CC(C)(C)OC(=O)N1CCC(c2c(C(=O)N3CCN(c4ccccn4)CC3)cnn2-c2ccccc2Cl)CC1	3%[46 µM]
Cc1ccccc1Nc1sc(C(=O)c2ccccc2)c(N)c1C(=O)NCc1ccc(Cl)cc1	?

The last 5 records of the part before open the next one.
SMILES	Lamin A splicing
COc1ccc(Nc2ncc3c(n2)CCN(Cc2ccc(Br)s2)C3)c(OC)c1	-19%[46 µM]
CCc1ccccc1N(CC)C(=O)C1CCN(c2ncnc3c2nc2n3CCCCC2)CC1	?
O=C(CCn1cnc2ccccc2c1=O)NCc1ccccc1Cl	0%[46 µM]
CC(C)(C)OC(=O)N1CCC(c2c(C(=O)N3CCN(c4ccccn4)CC3)cnn2-c2ccccc2Cl)CC1	3%[46 µM]
Cc1ccccc1Nc1sc(C(=O)c2ccccc2)c(N)c1C(=O)NCc1ccc(Cl)cc1	?
CCOc1ccccc1NC(=O)C1CCCN(S(=O)(=O)c2cn(C)cn2)C1 (stereo unspecified)	3%[46 µM]
Cc1ccc(S(=O)(=O)NCCS(=O)(=O)N2CCN(c3ccccc3)CC2)cc1	24%[46 µM]
COc1ccccc1-n1ncc2c(=O)[nH]c(SCC(=O)Nc3cccc(F)c3)nc21	-4%[46 µM]
COc1cccc(C2=C(C(C)=O)Sc3nncn3N2C(C)=O)c1	?
Cc1cc(C)cc(-n2ccn(CC(=O)Nc3ccccc3C(F)(F)F)c(=O)c2=O)c1	9%[46 µM]
Cc1ccc(S(=O)(=O)NCC2CCC(C(=O)N(C)Cc3ccccc3)CC2)cc1 (stereo unspecified)	?
COc1ccc(NC(=O)CN2C(=O)COc3ccc(S(=O)(=O)N4CCCCC4)cc32)cc1OC	3%[46 µM]
CSCCC(NS(=O)(=O)c1ccc2c(c1)oc(=O)n2C)C(=O)NCCc1ccc(C)cc1 (stereo unspecified)	19%[46 µM]
CCS(=O)(=O)N1CC(=O)N(c2cc(Cl)ccc2C)C(C)(C(=O)NC2CCCCCC2)C1 (stereo unspecified)	3%[46 µM]
Cc1ccc(C(=O)NCC(c2ccco2)S(=O)(=O)c2ccc(Cl)cc2)cc1C (stereo unspecified)	14%[46 µM]
O=C(NCc1ccc2c(c1)CCN2C(=O)c1ccccc1)Nc1cc(F)ccc1F	?
CNC(=O)CSc1nnc(NC(=O)Nc2ccccc2)s1	4%[46 µM]
Cc1cc(C)c(NC(=O)COCc2cc(-c3cccs3)on2)c(C)c1	6%[46 µM]
CCC1CN(C(=O)C2CCN(S(=O)(=O)c3c(C)noc3/C=C/c3ccc(C)cc3)CC2)c2cc(C)ccc2O1 (stereo unspecified)	-11%[46 µM]
COc1ccc(C(=O)CN2C(=O)N(c3ccc(C(C)=O)cc3)S(=O)(=O)c3ccccc32)cc1	-13%[46 µM]
CCOc1ccc(CNC(=O)CC(C)n2nc(C)cc2C)cc1OC (stereo unspecified)	-14%[46 µM]
COC(=O)c1cc(C)nc2c1c(=O)nc(SCc1cccc(C(F)(F)F)c1)n2C1CC1	15%[46 µM]
Cc1c(C(=O)N2CCC(C)CC2)c(S(=O)(=O)N2CCN(c3ccc(Cl)cc3)CC2)c(C)n1C	-3%[46 µM]
CC(Oc1ccccc1F)C(=O)Nc1ccc(-c2nc3ccccc3s2)cc1 (stereo unspecified)	13%[46 µM]
CCOC(=O)c1c(C)[nH]c(C)c1S(=O)(=O)N1CCC(C(=O)Nc2ccc(OC)c(OC)c2)CC1	-8%[46 µM]
CCCC12CN3CC(CCC)(CN(C1)C3c1ccccc1)C2=O (stereo unspecified)	?
O=C(Cn1c(=O)nc(-c2ccccc2F)c2cc(Cl)ccc21)Nc1ccccc1C(F)(F)F	?
CSc1cccc(NC(=O)Cn2nnc(C(=O)NCCc3ccccc3)c2N)c1	?
CCC1CN(C(=O)N2CCC(C(=O)NCCCc3ccccc3)CC2)c2cc(C)ccc2O1 (stereo unspecified)	?
CCN(CC)c1ccc(NC(=O)c2cc3c(=O)n4cccc(C)c4nc3n2C)c(C)c1	6%[46 µM]
CC(=O)c1ccc(N2C(=O)N(Cc3cc(C)ccc3C)c3ccccc3S2(=O)=O)cc1	21%[46 µM]
O=C(NCCc1csc(-c2cccnc2)n1)c1ccc(F)c(F)c1	-3%[46 µM]
Cc1ccc(C(=O)Nc2nnc(S(=O)(=O)N3CCOCC3)s2)cc1	2%[46 µM]
Cc1ccc(CNC(=O)CNS(=O)(=O)c2cccs2)cc1	4%[46 µM]
CCc1ccc(C2=CC(c3cccc(C)c3)n3c(nc4ccccc43)N2)cc1 (stereo unspecified)	?
Cc1ccc(SCC(=O)Nc2ccc3oc(-c4ccccc4C)nc3c2)cc1	22%[46 µM]
FC(F)(F)c1cccc(N2CCN(c3ncnc4c3nc3n4CCCC3)CC2)c1	?
COc1ccc(N2CCN(C(=O)Cc3noc4ccc(C)cc34)CC2)cc1	-13%[46 µM]
